From PubChem BioAssay
KOR beta-arrestin-1: KOR agonists, beta-arrestin recruitment, primary screen, cell-based, luminescence, uHTS (AID 1777); 280,000 compounds, 0.02% hits; KOR beta-arrestin recruitment, luminescence; higher % means a stronger effect; activation, % at 10 µM; hits with a dose series show EC50 in µM; in the data active means activation above about 50%, passing the limit was not always enough; further: a part of the inactive calls stands beside numbers as strong as those of hits
GPR55 antagonists: GPR55 antagonists blocking LPI-driven arrestin recruitment, primary screen, imaging, U2OS, beta-arrestin-GFP, LPI agonist (AID 2013); U2OS GPR55 beta-arrestin-GFP translocation imaging, LPI antagonism; higher % means a stronger effect; one-dose inhibition, % at 10 µM; IC50 in µM for titrated hits; 290,000 compounds, 0.13% hits;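 active means spots per cell inhibited over 60%, with over 100 cells counted and total cytoplasm intensity under 500,000; inconclusive means wells with under 100 cells, flagged as likely toxic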;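 further: U2OS cells stably carrying GPR55 and arrestin-GFP stimulated by 5 µM LPI near EC80; imaged beta-arrestin-GFP aggregate spots per cell after agonist stimulation; plate controls were LPI-stimulated DMSO wells for no effect and DMSO wells without LPI for full effect; some results filed as inactive read as strong as hits; confirmed hits need IC50 under 10 µM and bright autofluorescent wells are also inconclusive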
NOD1 NF-kB reporter: NOD1 signaling inhibitors, primary screen, cell-based, luminescence, uHTS (AID 1578); 290,000 compounds, 1% hits; inhibition, % at 4 µM; hits with a dose series show EC50 in µM; NOD1-driven NF-kB luciferase reporter cells, luminescence; higher % means a stronger effect; in the data active means inhibition mostly above about 36%, no sharp cut-off; inactive means mostly below about 34%;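 further: HEK-293T reporter cells stimulated with the NOD1 agonist gamma-tri-DAP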
West Nile virus CPE: inhibition of WNV-induced cytopathic effect – cell-based, CPE readout (AID 1621); 290,000 compounds, 0.02% hits; West Nile virus-infected cells, CPE inhibition; higher % means a stronger effect; CPE inhibition, % at 10 µM, or IC50 in µM where a hit was titrated; in the data active means a potency from the dose series; inconclusive means CPE inhibition mostly from about 3.7% at the one dose, without a potency; inactive means the rest, 99 in 100 with CPE inhibition below about 2.2%; further: strong numbers were not always called active
GPR35 arrestin U2OS: GPR35 antagonists blocking zaprinast-driven arrestin recruitment, primary screen, imaging, U2OS, beta-arrestin-GFP, zaprinast agonist (AID 2058); 290,000 compounds, 0.052% hits; U2OS GPR35 beta-arrestin-GFP translocation imaging, zaprinast antagonism; higher % means a stronger effect; inhibition, % at 10 µM, or IC50 in µM where a hit was titrated;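 active means inhibition of at least 50% with at least 30 cells and total cytoplasm GFP at most 10,000,000; inconclusive means under 30 cells or total GFP of 10,000,000 plus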
HIV peptide binding: cell-free HIV fusion peptide-binding blockers – biochemical, uHTS, fluorescence dequenching, primary screen (AID 1986); cell-free peptide binding, fluorescence dequenching, 30 min; higher % means a stronger effect; inhibition, % at 20 µM, or IC50 in µM where a hit was titrated; 290,000 compounds, 0.3% hits; in the data active means inhibition mostly above about 52%, no sharp cut-off; inactive means mostly below about 76%; further: some results filed as inactive read as strong as hits
Dengue-2 NS5 capping: Dengue-2 NS5 methyltransferase inhibitors, primary screen, biochemical, confirmation dose response (AID 588689); 340,000 compounds, 0.3% hits; Dengue-2 NS5 methyltransferase capping enzyme assay, biochemical; higher % means a stronger effect; inhibition, % at 25 µM; hits with a dose series show IC50 in µM; in the data active means a potency from the dose series; inconclusive means inhibition above about 29% without an active follow-up result
GPR55 beta-arrestin: selective activators of receptor GPR55 – imaging, U2OS cells, beta-arrestin-GFP redistribution, primary screen (AID 1961); U2OS GPR55 beta-arrestin-GFP redistribution imaging; higher % means a stronger effect; one-dose activation, % at 10 µM; EC50 in µM for titrated hits; 290,000 compounds, 0.048% hits;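 active means activation above 40% with more than 50 cells counted in the well; inconclusive means wells holding fewer than 50 cells, flagged as toxic or sparse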;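 further: U2OS osteosarcoma cells stably expressing GPR55 and beta-arrestin-GFP; plate controls were DMSO negative control for no effect and LPI positive control for full effect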
KOR beta-arrestin-2: KOR antagonists, beta-arrestin recruitment, cell-based, luminescence, uHTS (AID 1778). KOR beta-arrestin recruitment, luminescence, antagonist mode; higher % means a stronger effect. 290,000 compounds, 0.091% hits. one-dose inhibition, % at 10 µM; IC50 in µM for titrated hits; in the data active means inhibition above about 50%; further: strong numbers were not always called active
Dengue-2 NS5 capping pilot replicate: further read-out of Dengue-2 NS5 capping, marked with its call; inhibition, %; measured here: pilot screen replicate inhibition
Active calls of the source: *; ? = inconclusive; . = no result given; [ ] = remark or other dose.

The first four entries (preview)
SMILES	KOR beta-arrestin-1	GPR55 antagonists	NOD1 NF-kB reporter	West Nile virus CPE	GPR35 arrestin U2OS	HIV peptide binding	Dengue-2 NS5 capping	GPR55 beta-arrestin	KOR beta-arrestin-2	others
O=c1[nH][nH]c2c(N=Cc3ccccc3O)ccc(F)c12	-6.3%	3.9%	-4.3%	0.3%	-6.8%	39.9%	?	0.6%	8.2%
O=C1Nc2ccccc2C1(O)Cc1ccncc1 (stereo unspecified)	5.4%	2.9%	-4.9%	0.9%	6.0%	-2.2%	-4.1%	0.2%	13.8%
N=C(c1cccc([N+](=O)[O-])c1)N1CCCCC1	.	6.7%	-16.7%	0.0%	7.3%	2.2%	-9.8%	-0.1%	-32.8%[20 µM]
O=C(c1cccs1)N1C(=O)c2cccc3cccc1c23	-2.4%	11.3%	-37.6%	-0.1%	2.7%	-1.1%	-7.7%	-0.1%	0.1%

The listing (from the top)
SMILES	KOR beta-arrestin-1	GPR55 antagonists	NOD1 NF-kB reporter	West Nile virus CPE	GPR35 arrestin U2OS	HIV peptide binding	Dengue-2 NS5 capping	GPR55 beta-arrestin	KOR beta-arrestin-2	others
O=c1[nH][nH]c2c(N=Cc3ccccc3O)ccc(F)c12	-6.3%	3.9%	-4.3%	0.3%	-6.8%	39.9%	?	0.6%	8.2%
O=C1Nc2ccccc2C1(O)Cc1ccncc1 (stereo unspecified)	5.4%	2.9%	-4.9%	0.9%	6.0%	-2.2%	-4.1%	0.2%	13.8%
N=C(c1cccc([N+](=O)[O-])c1)N1CCCCC1	.	6.7%	-16.7%	0.0%	7.3%	2.2%	-9.8%	-0.1%	-32.8%[20 µM]
O=C(c1cccs1)N1C(=O)c2cccc3cccc1c23	-2.4%	11.3%	-37.6%	-0.1%	2.7%	-1.1%	-7.7%	-0.1%	0.1%
O=C(O)CCC(=O)N1CCc2cc(S(=O)(=O)N3CCC(Cc4ccccc4)CC3)ccc21	2.2%	-7.3%	-4.8%	0.8%	12.0%	-1.5%	-1.4%	-0.1%	-36.6%
CCSC(=O)NC1CCCCC1	-4.6%	5.9%	-3.5%	0.1%	3.8%	1.7%	.	-0.2%	19.8%
O=C(NCc1ccc2c(c1)OCO2)c1ccco1	-1.0%	-0.9%	-31.5%	0.1%	-3.0%	0.2%	4.7%	1.4%	20.7%
COc1ccc(S(=O)(=O)N2CCOCC2)cc1NC(=O)CO/N=C/c1ccccc1OC(F)F	4.3%	-4.0%	66.5%	-0.4%	-7.5%	-2.0%	-3.0%	31.2%	-51.9%
Cc1c(CC(=O)NCC(=O)NCC(=O)O)c(=O)oc2c(C)c3oc4c(c3cc12)CCCC4	-3.9%	11.8%	2.9%	0.3%	-4.2%	0.3%	-7.8%	0.0%	-16.5%
CN1CCN(C(=O)C2CC(=O)N(c3ccc(F)c(Cl)c3)C2)CC1 (stereo unspecified)	-0.6%	-7.7%	-7.4%	-0.1%	-13.4%	1.0%	-5.6%	-0.1%	2.6%
C(#Cc1ccccc1)C[N+]1(CC#Cc2cccc3ccccc23)CCOCC1	.	-5.6%	2.9%	1.1%	1.5%	-1.7%	4.8%	-0.1%	-20.6%[20 µM]
COC(=O)c1ccccc1NC(=O)CN(C)Cc1ccccc1	-4.7%	0.6%	10.4%	-0.4%	-6.1%	1.9%	-6.3%	-0.4%	7.7%
COc1cccc(N(C(=O)Cn2nnc(-c3ccc(Cl)cc3)n2)C(C(=O)NCC2CCCO2)c2ccc(C)cc2)c1 (stereo unspecified)	-1.2%	0.6%	-47.7%	-1.0%	5.7%	10.9%	-7.8%	0.2%	-6.6%[20 µM]
CCOc1ccccc1NC(=O)c1ccc(Cl)c(NC(=O)CC(c2ccccc2)c2ccccc2)c1	2.7%	21.3%	-2.5%	-0.1%	-4.7%	4.4%	-2.7%	-0.1%	-29.0%
CCOc1ccc(C2C(C(=O)O)c3ccccc3C(=O)N2CCN2CCOCC2)cc1 (stereo unspecified)	5.2%	2.9%	12.2%	0.2%	11.4%	0.8%	-3.3%	-0.1%	-26.3%
O=C(Nc1nnc(SCc2ccc(F)cc2)s1)c1cccnc1Cl	-27.3%	0.8%	-16.1%	-0.2%	-3.1%	6.4%	2.3%	-0.3%	13.0%
Cc1ccccc1C(=O)NC(=S)Nc1ccc(Oc2ccc(Cl)cc2)cc1	7.8%	14.5%	35.8%	2.3%	16.2%	-0.2%	-1.1%	0.5%	24.7%
CC1(C)CC(NC(=O)CCC2CCCC2)CC(C)(C)N1	0.4%	-4.1%	-12.4%	0.0%	5.4%	-0.7%	4.5%	-0.1%	4.5%
CSc1cccc(NC(=S)N(Cc2ccc(C)cc2)Cc2cccnc2)c1	0.9%	5.8%	-0.3%	-1.5%	-4.0%	-0.8%	-6.7%	-0.3%	-1.1%
CCOC(=O)CSc1nnc(CSc2nc3sc4c(c3c(=O)[nH]2)CCCC4)n1-c1ccccc1	2.4%	.	-9.4%	0.4%	-17.4%	1.3%	-1.6%	0.6%	23.4%
Nc1cc(OCC(F)(F)F)cc([N+](=O)[O-])c1	-1.4%	3.0%	-20.1%	-1.2%	-9.2%	0.0%	1.0%	-0.5%	7.4%
COc1ccc(CN2CCC(n3nccc3NC(=O)C3CCCC3)CC2)cc1	5.9%	13.5%	-7.2%	0.2%	4.1%	2.1%	0.7%	-0.1%	-33.3%
OCCCNc1c2c(nc3cc(-c4ccc(Cl)cc4)nn13)CCC2	.	9.8%	-7.0%	-0.7%	2.1%	-1.1%	-6.2%	0.6%	-4.0%[20 µM]
CC(C)c1ccccc1NC(=O)COC(=O)c1cc(=O)[nH]c(=O)[nH]1	-0.2%	-6.6%	-9.0%	0.5%	-1.4%	0.3%	-4.5%	-0.1%	-6.2%[20 µM]
CN1N=C(C(=O)N2CCN(c3ccc([N+](=O)[O-])cc3)CC2)CCC1=O	-2.0%	9.5%	-32.5%	-1.2%	8.0%	0.2%	0.7%	-0.1%	20.0%
COc1ccc(/C=N/n2c(-c3cc(C)[nH]n3)n[nH]c2=S)cc1OC	3.6%	4.1%	-1.0%	0.2%	5.9%	-2.1%	.	-0.3%	-4.7%
Cc1ccc(-n2nc3c(c2NC(=O)c2cccs2)CS(=O)(=O)C3)c(C)c1	6.5%	8.8%	-13.7%	0.5%	10.5%	-1.2%	-6.9%	-0.1%	-24.0%
COC(=O)c1[nH]c2cccc(OC)c2c1NC(=O)CCN1CCN(c2ccccc2F)CC1	0.7%	-8.9%	-13.0%	0.1%	15.2%	1.6%	.	-0.1%	0.1%
CCN(CC(=O)NC1CCS(=O)(=O)C1)S(=O)(=O)c1ccc(C)cc1C (stereo unspecified)	10.4%	7.0%	-12.0%	0.5%	-13.8%	1.6%	1.1%	-0.4%	3.2%
O=C(CN1CCCC1)Nc1c(C(=O)C2CC2)oc2ccccc12	3.4%	-12.3%	-3.4%	0.3%	-9.8%	0.6%	11.7%	0.3%	-0.8%
COc1cc(OC)cc(C(=O)Nn2cc(C(=O)Nc3ccccc3F)c3ccccc3c2=O)c1	0.6%	9.0%	-16.8%	-0.5%	-4.8%	-0.4%	-5.8%	0.4%	34.7%
COc1ccc(NC(=O)CSc2ncnc3c2cnn3Cc2ccccc2)cc1OC	-0.8%	15.2%	-8.8%	-0.2%	-11.1%	0.4%	5.6%	0.0%	17.8%	Dengue-2 NS5 capping pilot replicate=-1.2
CCCCC(=O)N1CCCC(c2nc(-c3cccc(OC)c3)no2)C1 (stereo unspecified)	-2.9%	-5.3%	-56.2%	-1.7%	-3.8%	1.3%	-16.4%	-0.2%	4.5%
Cc1nc(NC(=O)c2ccccc2)sc1C1(C)CC(c2ccccc2F)=NO1 (stereo unspecified)	-0.8%	-2.8%	3.4%	-0.2%	2.7%	0.6%	0.0%	0.8%	.
Cc1ccc(NC(=S)NCC2CCCO2)c(OC(F)F)c1 (stereo unspecified)	-1.7%	-2.7%	-32.7%	.	16.3%	1.0%	-3.9%	0.3%	21.8%
CCOC(=O)CSc1nnc(CNc2ccc(Cl)cc2)n1-c1ccccc1	8.4%	12.4%	9.3%	0.0%	4.9%	0.0%	-1.7%	0.7%	-26.9%
COc1ccc(CCNC(=O)CCC(=O)n2ncc3ccc(Cl)cc32)cc1OC	2.3%	2.3%	-10.5%	-0.1%	16.1%	-1.1%	-3.4%	-0.1%	-25.5%[20 µM]
COc1ccc(C2C3=C(CC(C)(C)CC3=O)N(C)C3=C2C(=O)CC(C)(C)C3)cc1	-3.4%	-8.4%	-8.9%	-0.4%	-13.6%	-1.2%	-1.5%	-0.1%	-2.1%
O=C1NC(c2cn(-c3ccccc3)nc2-c2cccs2)C(C(=O)c2cccnc2)C(O)(C(F)(F)F)N1 (stereo unspecified)	-8.2%	0.9%	9.3%	0.0%	12.5%	-1.9%	-2.1%	-0.1%	-7.1%
Cc1cccc(C)c1NC(=O)NC1(C(=O)NCCCN2CCOCC2)CCCCC1	-2.3%	20.4%	-20.4%	0.3%	6.9%	-1.0%	-0.7%	0.9%	-4.0%
N/C(=N\NS(=O)(=O)c1ccccc1C(F)(F)F)c1ccccn1	-1.7%	-7.0%	-1.0%	-0.3%	-3.3%	0.8%	1.5%	0.1%	-8.8%
COc1ccc(C(=O)Nc2ccccc2C(=O)Nc2ccccn2)cc1	-7.0%	7.8%	-11.5%	.	-9.2%	0.5%	0.8%	0.6%	-41.3%[20 µM]
O=c1oc2ccccc2c(CNc2ccccc2)c1[N+](=O)[O-]	-2.9%	-0.6%	-0.5%	-0.2%	2.7%	-2.2%	-2.0%	-0.1%	12.0%
CCCCCOC(=O)CSc1n[nH]c(=O)[nH]c1=O	-2.8%	-2.7%	-13.2%	0.4%	3.9%	0.3%	-4.8%	0.0%	-20.3%	Dengue-2 NS5 capping pilot replicate=0.2
CCn1nc(C)c([N+](=O)[O-])c1C(=O)NNC(=O)c1ccccc1Cl	-0.4%	-7.2%	-6.8%	0.6%	3.8%	0.3%	-1.6%	-0.2%	22.6%
COC(=O)Nc1ccc(NC(C)=O)cc1	-0.4%	11.3%	-10.1%	-0.6%	6.1%	1.1%	8.9%	-0.4%	16.5%

The list is partial; the hit share may differ from the screen's.
